Compound activity deposited in PubChem by National Center for Advancing Translational Sciences (NCATS).
PI4K2A block: qHTS for small molecular inhibitors of PI4K2A; Phosphatidylinositol 4-kinase type 2-alpha (Homo sapiens), Q9BTU6; purified PI4K2A, ADP-Glo luminescence, 1 h; hits give low values; activity change, negative = inhibition, % at 76.9 µM; 420,000 tested, 0.13% active; in the data active = activity change below about -50%; inconclusive = mostly about -30% to -49%;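 note: -100% = wells without enzyme as full effect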
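In this quantitative HTS, ADP production by PI4K2A was quantified luminescently after 1 h at ambient temperature; 100 microM adenosine served as plate-quality control.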
ALOX12 inh: Primary qHTS assay for inhibitors of human arachidonate 12S-lipoxygenase (ALOX12): Round 2; Polyunsaturated fatty acid lipoxygenase ALOX12 (Homo sapiens), P18054; purified 12hLO, xylenol orange hydroperoxide absorbance; Potency, µM (series often up to 108 µM), without a hit: at the top dose activity change, negative = inhibition, most hits filed as inhibitors; 580,000 tested, 1.1% active; note: potency is the fitted concentration of half-maximal effect; % is set by controls: 0 for no effect and ±100 for the full control effect
Target sequence (P18054 whole entry, looked up): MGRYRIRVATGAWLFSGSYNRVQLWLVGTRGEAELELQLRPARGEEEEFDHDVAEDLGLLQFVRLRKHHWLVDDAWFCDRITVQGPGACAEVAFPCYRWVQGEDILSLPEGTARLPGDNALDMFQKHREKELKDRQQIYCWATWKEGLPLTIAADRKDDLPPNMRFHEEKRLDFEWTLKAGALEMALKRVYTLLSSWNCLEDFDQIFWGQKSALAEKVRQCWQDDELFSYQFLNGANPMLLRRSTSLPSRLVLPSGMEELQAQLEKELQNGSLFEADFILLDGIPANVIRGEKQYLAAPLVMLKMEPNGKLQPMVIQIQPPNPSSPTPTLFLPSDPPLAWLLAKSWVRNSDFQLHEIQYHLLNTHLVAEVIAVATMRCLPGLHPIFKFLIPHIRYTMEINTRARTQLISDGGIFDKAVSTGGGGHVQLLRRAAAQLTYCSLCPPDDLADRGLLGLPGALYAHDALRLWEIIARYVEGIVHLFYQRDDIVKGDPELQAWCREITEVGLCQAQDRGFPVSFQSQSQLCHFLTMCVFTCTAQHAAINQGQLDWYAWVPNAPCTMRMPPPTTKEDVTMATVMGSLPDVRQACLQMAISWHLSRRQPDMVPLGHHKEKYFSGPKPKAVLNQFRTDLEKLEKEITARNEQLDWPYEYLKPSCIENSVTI
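Purified human 12hLO (150 nM final) in 25 mM Hepes, 0.01% Triton X-100, pH 7.0 was preincubated 15 min at room temperature with compound. Then 40 uM arachidonic acid was added, 30 min. Hydroperoxide was read by Fe-XO absorbance ratio 573/405 nm.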
JMJD2A Tudor inh: qHTS Assay for Inhibitors of JMJD2A-Tudor Domain. Lysine-specific demethylase 4A (Homo sapiens), O75164. AlphaScreen JMJD2A-Tudor / H3K4me3 peptide binding. Potency, µM (top dose mostly 114 µM), for inactives: at the top dose activity change, negative = inhibition, usual class: inhibitors. 390,000 tested, 4.4% active; note: potency is the fitted concentration of half-maximal effect; % is set by controls: 0 for no effect and ±100 for the full control effect; nearly all actives have a fitted effect of over 50% in size
HP1b binding inh: HTS for Inhibitors of HP1-beta Chromodomain Interactions with Methylated Histone Tails. AlphaScreen HP1-beta / biotin-H3K9me3 peptide binding. Potency, µM (titrated, usually from 114 µM), without a hit: at the highest dose activity change, negative = inhibition, actives largely listed as inhibitors. 390,000 tested, 0.56% active. AID 540317, 2011; note: potency is the fitted concentration of half-maximal effect; nearly all actives have a fitted effect of over 70% in size; inactives centre near 23
Target sequence (P83916 whole entry, looked up): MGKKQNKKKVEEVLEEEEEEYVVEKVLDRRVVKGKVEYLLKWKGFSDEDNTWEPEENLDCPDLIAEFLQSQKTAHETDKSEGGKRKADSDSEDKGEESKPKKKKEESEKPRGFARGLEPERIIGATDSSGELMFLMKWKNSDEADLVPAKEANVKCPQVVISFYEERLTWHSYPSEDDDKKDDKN
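Compound inhibition of the preformed complex between 50 nM HP1-beta and 50 nM biotinylated H3K9me3 peptide was read by AlphaScreen. Buffer was PBS pH 7.4 with 0.01% Tween-20. Incubations ran 30 min at room temperature, with 10 ug/mL donor/acceptor beads.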
ERG-DNA inh: qHTS for Small Molecule Inhibitors of the ERG Ets/DNA interaction | Transcriptional regulator ERG (Homo sapiens), P11308 | fluorescence polarization, His-ERG Ets domain / labelled DNA | Potency, µM (doses to about 76.9 µM), without a hit: at the highest dose FP activity, negative = inhibition, usual class: inhibitors | 370,000 tested, 0.028% active | AID 624246, 2012; active = well fitted inhibition curve with a large enough effect in the polarisation, with a control signal flat; inconclusive = small, poorly fitted or top-dose-only effect, or effect the other way, or a change in a side signal; inactive = no such curve, though single readings can be large or run the other way; the % refers to the polarisation;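 note: polarization taken with two DNA probes labelled with fluorescein and Texas red; potency is the fitted concentration of half-maximal effect; % of control where 0% means no effect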
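His-tagged ERG Ets domain (1 uM in the protein solution; 300mM KCl, 50mM Tris-HCl, 1mM EDTA, 1mM DTT, pH 7.5) received compound, then a probe mix of 5 nM fluorescein-DNA and 100nM Texas-615-DNA. Fluorescence polarization was read for both dyes.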
GLS inhibitor: qHTS for Inhibitors of Glutaminase (GLS); Glutaminase kidney isoform, mitochondrial (Homo sapiens), O94925; GLS enzymatic activity, qHTS titration; Potency, µM (series often up to 45.5 µM), for inactives: top-dose activity change, negative = inhibition, most hits filed as inhibitors; 410,000 tested, 0.21% active; AID 624170, 2012; note: potency is the fitted concentration of half-maximal effect; % is set by controls: 0 for no effect and ±100 for the full control effect
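Enzyme dispensed in phosphate buffer (45 mM, pH 8.2, 0.02% Tween-20), compounds pinned in, then 1 mM L-glutamine solution and the glutamate oxidase–HRP–Amplex Red mix added; fluorescence read immediately and again after 30 min at room temperature.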
G9a inh: qHTS Assay for Inhibitors of Histone Lysine Methyltransferase G9a. Histone-lysine N-methyltransferase EHMT2 (Homo sapiens), Q96KQ7. G9a H3K9 monomethylation, AlphaScreen, 2 h. Potency, µM (highest dose often 102 µM), for inactives: at the top dose activity, negative = inhibition, hits mostly inhibitors. 350,000 tested, 8.8% active. AID 504332, 2011; note: potency is the fitted concentration of half-maximal effect; % is set by controls: 0 for no effect and ±100 for the full control effect; nearly all actives have a fitted effect of over 75% in size
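AlphaScreen read-out: biotin-H3K9 peptide (500 nM) methylation by 20 nM enzyme with 20 uM SAM, 2 h at room temperature after 15 min compound preincubation; anti-monomethyl H3K9 antibody plus donor/acceptor beads, 10 min dark.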
RGS4 inh: Inhibitors of Regulator of G Protein Signaling (RGS) 4: qHTS. AID 504845, 2011. Transcreener GDP fluorescence polarization, RGS4-accelerated GTP hydrolysis. Potency, µM (doses to about 114 µM), for inactives: top-dose activity change, negative = inhibition, hits mostly inhibitors. 390,000 tested, 0.039% active; note: potency is the fitted concentration of half-maximal effect; % is set by controls: 0 for no effect and ±100 for the full control effect; nearly all actives have a fitted effect of over 75% in size; some results filed as inactive show a strong effect at the top dose
Target sequence (P49798 whole entry, looked up): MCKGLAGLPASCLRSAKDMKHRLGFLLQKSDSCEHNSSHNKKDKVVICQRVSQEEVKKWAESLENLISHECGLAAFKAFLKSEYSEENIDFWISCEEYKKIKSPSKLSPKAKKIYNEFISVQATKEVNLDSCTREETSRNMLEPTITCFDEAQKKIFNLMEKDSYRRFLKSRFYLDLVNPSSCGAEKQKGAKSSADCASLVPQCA
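MLSMR compounds (23 nl, pin-transferred) preincubated 10 min at room temperature with a 500nM (2x) first reagent, then RGS4 at 900nM (2x) plus Transcreener GDP mix added; fluorescence polarization (620/688 nm) read before and after 90 min at 30 °C.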
BAZ2B block: qHTS Assay for Inhibitors of BAZ2B. Potency, µM (series often up to 114 µM), for the others: at the highest dose activity change, negative = inhibition, usual class: inhibitors. 360,000 tested, 4.4% active. AID 504333, 2011. AlphaScreen BAZ2B-H3K14Ac peptide displacement; note: potency is the fitted concentration of half-maximal effect; % is set by controls: 0 for no effect and ±100 for the full control effect; nearly all actives have a fitted effect of over 60% in size
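BAZ2B (50 nM) with biotin-H3(5-23)K14Ac peptide (50 nM) in PBS pH 7.4, 0.01% Tween-20, preformed 30 min, then compound 30 min at room temperature; top concentration 110uM. AlphaScreen streptavidin donor/nickel chelate acceptor beads (10 ug/mL final), 20 min dark, signal read.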
* hit, by the source's call; ? = inconclusive; . = no result given; & = joins results of further samples; [ ] = another dose, or the depositor's remark. Unless noted, calls come from the whole dose curve; as a rule, active = well fitted curve in the direction sought with a large enough effect; inconclusive = small, poorly fitted or top-dose-only effect, or another doubt; inactive = no such curve, though single readings can be large; an effect the other way counts as inactive or inconclusive.

PI4K2A block | ALOX12 inh | JMJD2A Tudor inh | HP1b binding inh | ERG-DNA inh | GLS inhibitor | G9a inh | RGS4 inh | BAZ2B block | Molecule
1 | 0% | -1% | 42%[activator] | -12% | -1% | 16% | -5% | -9% | Cc1ccc(C(=O)N2CCOCC2)cc1S(=O)(=O)N1CCCC1
-4 | 0% | -16% | 36% | -1% | -3% | -4%[12.7 µM] | -33% | -14% | Cc1ccccc1C(=O)c1ccc2c(c1)n(C)c(=O)n2C
-1 | 331%[activator] | -18% | 20% | -8% | -14% | . | 3% | -20% | C/C(=N/NC(=O)c1ccc(Br)o1)c1cccc(NC(=O)c2ccc(F)cc2)c1
0 | ? | -21% | 6% | -4% | 5% | 2% | -1% | 7% | COc1cc(NC(=O)COC(=O)c2ccc3ccccc3n2)cc(OC)c1
-3 | -22% | 16% | 60%[activator] | 0% | 0% | -3%[59 µM] | 6% | 12% | CC(C)c1cc(C(=O)NCc2ccccc2)no1
-1 | -27% | -14% | 20% | 0% | 0% | -3%[59 µM] | -12% | -1% | Clc1ccccc1N1CCN(Cc2nnc(-c3ccccc3)o2)CC1
0 | -4% | -12% | 38% | -1% | -5% | 5% | -4% | -9% | O=C(CN(C(=O)c1csnn1)c1cccc(Cl)c1)NC1CCCCC1
-1 | -5% | -11%[11.4 µM] | 26% | -1% | 5% | 0% | -6% | . | Nc1nnnn1CC(=O)N/N=C/c1cc([N+](=O)[O-])ccc1Cl
-4 | -2% | 1% | 37% | 18% | 0% | -8% | -2% | -21% | O=C(Cc1ccc(Br)cc1)NNC(=O)Nc1ccc(Cl)cc1
2 | 0% | -2% | 22% | -2% | 7% | 41%[0.501 µM] | 33% | -18%[57.1 µM] | O=C(C1CCN(S(=O)(=O)c2cccc3cccnc23)CC1)N1CCc2ccccc21
0 | ? | -14% | 23% | 2% | 7% | -4%[2.33 µM] | 11% | 8% | CCCCCCCN1C(Nc2ccccc2)=NC[C@@H]1C
-1 | 2% | -16% | 0% | -8% | 9% | 20%[59 µM] | 9% | -4% | CN(C)Cc1ccccc1Sc1ccc(Br)cc1
-2 | -4% | 6% | 5% | -7% | 0% | 12% | 30% | ? | CCCN1C(=S)SC(C)(C)C1/[N+]([O-])=C/c1ccc(S(=O)(=O)NC)cc1 (stereo not drawn)
-1 | 33%[activator] | -19% | -17% | 2% | 4% | 13µM* | 15% | 56µM* | C[C@H](N)c1nnc(SCC(N)=O)o1
5 | -9% | -9% | 10% | -4% | 6% | ? | -7% | -19% | Cc1oc(-c2cccs2)nc1CN1CCN(C2CCCC2)C(CCO)C1 (stereo not drawn)
-1 | 1% | -3%&4% | 45%&42%[activator] | -7% | 1% | 24%[12.7 µM] | -14%&-16% | -31% | O=C1CCN(Cc2ccccc2)S(=O)(=O)c2ccccc21
2 | 0% | 3% | 63%[activator] | -12% | -2% | . | 8% | -3% | Cc1ccc(C)c(NC(=S)N2CCCC2)c1
0 | 28% | 79µM* | 50%[activator] | -7% | -13% | . | -13% | . | CC(C)C[C@@H](CN)NC(=O)c1nc[nH]c1C(=O)N[C@@H](CC(C)C)C(=O)CNC[C@H](C)NC(=O)c1nc[nH]c1C(=O)N[C@@H](C)C(=O)O
2 | 11% | -3% | 35% | -5% | 7% | -16% | 12% | -1% | Cc1ccc(CNC(=O)CCC(=O)N2CC(C)Oc3ccccc32)cc1 (stereo not drawn)
4 | 2%[57.4 µM] | -25% | 23% | -2% | 9% | 0%[12.7 µM] | -12% | 3% | OC(CNCCc1ccccc1)c1ccccc1 (stereo not drawn)
0 | 12% | -23% | 8% | 3% | 4% | -38% | -3% | 4% | CCCn1c(=O)n(C)c(=O)c2c(SC(C)C(=O)NCC3CCCO3)nc(CC(C)C)nc21 (stereo not drawn)
-13 | 0% | 3% | 21% | 2% | -7% | ? | -11% | -3% | COc1ccc(-c2nc3ccccc3c(=O)n2CC(C)C)cc1
6 | 12% | 25% | 81%[activator] | -14% | 5% | 25%[59 µM] | -6% | 25% | COC(=O)c1ccc(CSC2=NCCS2)cc1
-7 | -17%[57.4 µM] | ? | -21% | 8% | 4% | 45µM* | -9% | ? | Cc1csc(NC(=O)C(Cc2ccccc2)n2cccc2)n1 (stereo not drawn)
5 | 139%[activator] | -14% | 16% | -7% | 6% | 25%[59 µM] | -9% | -11% | CCCC[n+]1ccn(-c2nc3ccccc3nc2[N-]S(=O)(=O)c2cccs2)c1
0 | -25% | -14% | -12% | 6% | 2% | 11%[59 µM] | 1% | ? | O=C(O)c1ccccc1C(=O)c1ccc(N2CCOCC2)c([N+](=O)[O-])c1
-1 | -6% | -5% | 55%[activator] | -1% | -5% | 9% | -22% | -22% | Cc1ccc(/C=N/Nc2nncc(-c3ccccc3)n2)o1
3 | -14% | ? | ? | -1% | 7% | ? | -25% | ? | COc1cccc(OC)c1C(=O)Oc1ccc2c(c1)O/C(=C\c1ccncc1)C2=O
3 | 45µM* | 41%[activator] | 56%[activator] | 9% | 2% | 44%[59 µM] | -4% | 48%[activator] | COc1ccc(-c2cc(OC)c3ccccc3n2)cc1
2&6 | -7%&9% | -6%&6% | -8%&42% | 2%&1% | -1%&-10% | 5%&23%[59 µM] | -2%&-28% | 0%&8% | CC(NC(=O)C1(c2cccs2)CCOCC1)c1ccccc1 (stereo not drawn)
1 | -5% | 4% | 41%[activator] | 0% | 6% | 27%[59 µM] | -2% | 0% | COC(=O)CSCc1nc(-c2ccc(C(=O)OC)cc2)oc1C
1 | 0% | -15% | 27% | 1% | -2% | 43%[59 µM] | 33% | -8% | Cc1cc(NC(=O)CSc2nc3ccccc3c(=O)n2CCCC(=O)NCc2ccccc2)n[nH]1
-2 | ? | -24% | 19% | 3% | -4% | 1%[59 µM] | -26% | -26% | COc1ccc(Cl)cc1NC(=O)Cn1nnc2sc(-c3ccccc3)cc2c1=O
6 | 0% | 8% | 30% | 1% | 0% | 20% | -19% | -1% | O=C(NCc1ccncc1)c1nc(-c2ccc(C(F)(F)F)cc2)no1
3 | -14% | -17% | 22% | -2% | 3% | 6%[59 µM] | 12% | ? | CCOC(=O)c1ccccc1NC(=O)Nc1cc2c(cc1N1CCCCC1)n(C)c(=O)n2C
-2 | -16% | -18% | 20% | -1% | -9% | -4%[59 µM] | -10% | -20% | CCOc1ccccc1N1CC(c2nc3ccccc3n2CCCOc2ccccc2OC)CC1=O (stereo not drawn)
-5 | 10% | 3% | 10% | 15% | 1% | 12%[0.0925 µM] | 4% | 2% | CCc1nnc(NC(=O)CCC(=O)Nc2ccc(C)cc2)s1
-3 | 19% | -34% | 13%[57 µM] | 12% | -15% | . | 13% | . | CC(Sc1nnc(-c2ccccc2)c(-c2ccccc2)n1)C(=O)NCC1CCCO1 (stereo not drawn)
1 | -4% | 14% | 24% | -2% | -1% | 25%[59 µM] | -31% | 1% | c1ccc(Cn2nnc3c(N4CCC5(CC4)OCCO5)ncnc32)cc1
-3 | 21% | -1% | 24% | -5% | 18% | 7% | 4% | -7% | CN(C)N1C(N)=C(C#N)C(c2cccnc2)C2=C1CC(C)(C)CC2=O (stereo not drawn)
-20 | -12% | -3% | 58%[activator] | 8% | 11% | 24% | -1% | -12% | COc1ccccc1NS(=O)(=O)c1ccc(C(=O)N2CCCC(C)C2)cc1 (stereo not drawn)
2&-4 | ? | -19%&-35% | 9%&-5% | 8%&-1% | -4%&4% | -37%[59 µM] | -19%&-42% | ? | O=C(O)c1ccc(NC(=O)c2cn(-c3ccccc3)nc2-c2ccc(Br)cc2)cc1
-1 | ? | -17% | 54%[activator] | 9% | 62%[activator] | -1%[2.33 µM] | 5% | -6% | Cc1ccc(S(=O)(=O)N2[C@@H](c3ccccc3F)C(C(=O)O)=CC[C@H]2c2ccc(Cl)cc2)cc1
-6 | ? | -4% | 32% | -10% | -15% | -18% | -29% | 4% | CC(Cc1ccco1)NC(=O)c1ccc(C(F)(F)F)cc1 (stereo not drawn)
-7 | 1% | 5% | 71%[activator] | 4% | 2% | 5% | 7% | 5% | CCC(=O)Nc1ccc2c(c1)nc(CCN1CCC(C)CC1)n2C
0 | 9% | -4% | 30%[activator] | -3% | 11% | -18% | 33% | 0% | CC1=C(C)CC(C(=O)c2ccc(C)cc2)C(C(=O)O)C1 (stereo not drawn)
0 | -10% | -18% | 22% | -1% | 1% | 3%[59 µM] | -14% | -20% | Cc1ccc(C)c(NC(=O)CCc2nc3cccnc3n2Cc2cccs2)c1
1 | -24% | -18% | 19% | -8% | -9% | 13%[12.7 µM] | 14% | -7% | Cc1ccc(C)c(C(=O)NC2CC(C)(C)NC(C)(C)C2)c1
-9 | ? | 8%[57.1 µM] | 30% | -3% | -1% | 12% | -8%[11.4 µM] | 10% | CCOC(=O)c1cc(C(=O)OCC)c2ccccn2c1=O

The list is partial; the hit share may differ from the screen's.
